Assay outcomes as filed in PubChem.
proCasp7 act = counter-screen for procaspase-3 activators: activators of human procaspase-7; P55210; recombinant procaspase-7, Ac-DEVD-pNA absorbance 405 nm; D23A/D198A/D206A triple mutant, cannot self-cleave; scale: DMSO 0, 5 µM enzyme 100; activation, % at 8.5 µM; hit rate 0.093% among 330,000;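 active means percent activation above the screen-wide mean plus 3 SD, cut at about 25% in these data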
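Assay system: Uncleavable procaspase-7 mutant enzyme | Input: 2 µM procaspase-7 mutant as dispensed | Timing: 1 h compound preincubation, 2 h substrate cleavage, 25 °C | Repeats: One well per compound | Control set: DMSO wells as 0%, DMSO with 5 µM added PC-7 as 100% | Technique: Epi-absorbance of released pNA at 405 nm, two timepoints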
GRK2 aptamer HTS = blocks RNA aptamer binding to human GRK2; inhibition of aptamer binding, % at 10 µM; P25098; hit rate 0.59% among 330,000; bead flow cytometry, FAM-aptamer displacement from GRK2;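 active means inhibition of aptamer binding above 40%, roughly 3 SD of noise, on plates passing a quality check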;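 further: median bead fluorescence of bound FAM aptamer so fluorescent compounds give negative values; no value below 0 was filed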
Target sequence (P25098 whole entry, looked up): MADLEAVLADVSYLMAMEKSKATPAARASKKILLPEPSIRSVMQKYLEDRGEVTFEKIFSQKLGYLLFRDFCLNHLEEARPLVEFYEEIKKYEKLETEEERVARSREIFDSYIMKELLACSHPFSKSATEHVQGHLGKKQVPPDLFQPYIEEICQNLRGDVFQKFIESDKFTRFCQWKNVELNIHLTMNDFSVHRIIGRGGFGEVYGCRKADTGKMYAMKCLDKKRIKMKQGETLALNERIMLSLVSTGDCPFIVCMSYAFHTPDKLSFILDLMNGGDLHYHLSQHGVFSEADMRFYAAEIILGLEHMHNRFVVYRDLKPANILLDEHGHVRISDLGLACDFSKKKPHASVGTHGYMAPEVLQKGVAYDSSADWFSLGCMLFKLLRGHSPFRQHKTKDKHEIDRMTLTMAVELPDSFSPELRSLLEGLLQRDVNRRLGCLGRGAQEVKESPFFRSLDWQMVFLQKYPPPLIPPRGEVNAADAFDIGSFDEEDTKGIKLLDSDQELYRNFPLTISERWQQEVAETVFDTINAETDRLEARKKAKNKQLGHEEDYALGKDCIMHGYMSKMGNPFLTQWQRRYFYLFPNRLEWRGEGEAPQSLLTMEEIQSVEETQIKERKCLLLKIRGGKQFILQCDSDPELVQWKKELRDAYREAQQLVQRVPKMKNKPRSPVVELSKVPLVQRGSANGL
PP1 counter = counter-screen for PP5 inhibitors: inhibitors of human PP1-alpha | AID 2235 | inhibition, % at 6.7 µM | P62136 | hit rate 0.9% among 320,000 | purified PP1alpha, OMFP fluorescence;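 active means inhibition above the mean inhibition of all tested compounds plus 3 SD, computed separately for each screening campaign, cut at about 15% in these data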
proCasp3 act = activates human procaspase-3; hit rate 0.11% among 330,000; recombinant procaspase-3 D3A, Ac-DEVD-pNA absorbance 405 nm; P42574; activation, % at 8.5 µM; AID 463141;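 active means activation above the mean of all tested compounds plus 3 SD, cut at about 21% in these data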;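 further: 0% = DMSO alone and 100% = DMSO wells spiked with extra 5 µM PC-3 D3A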
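System: Procaspase-3 D3A mutant. Medium: Zinc-free 300 mM NaCl, 50 mM HEPES, 0.01% Triton X-100. Schedule: 1 h preincubation plus 2 h reaction at 25 °C. Measured by: 405 nm absorbance of p-nitroaniline, reads at 0 and 120 min. Read-out: percent activation relative to control range.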
PP5 primary = PP5 (human) phosphatase inhibition | P53041 | purified PP5c, OMFP substrate fluorescence | inhibition, % at 6.7 µM | hit rate 0.18% among 320,000 | AID 1987;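 active means inhibition above the campaign's mean inhibition across all tested compounds plus 3 SD, cut at about 9.5% in these data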;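 further: 0% = DMSO only and 100% = 100 µM cantharidin control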
Fh CTSL1 inh = blocks F. hepatica cathepsin L1 in PFM18AAP counter-screen. recombinant F. hepatica cathepsin L1, Z-Leu-Arg-MCA fluorescence. inhibition, % at 5.96 µM. hit rate 0.49% among 300,000. AID 1906;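 active means inhibition above the mean of all tested compounds plus 3 SD, set per screening campaign, cut at about 17% in these data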;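 further: 0% = plate median of test compound wells and 100% = 1 µM Z-Phe-Ala-diazomethylketone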
VLA-4 inh = inhibition in a human VLA-4 binding assay; hit rate 0.2% among 330,000; inhibition, % (about 7 µM as worked out from the volumes in the protocol); VLA-4 expressing cells, ligand binding flow cytometry; AID 2557; in the data active means inhibition above about 50%
HCV core dimer = HCV core protein dimerization inhibition; TR-FRET GST/Flag-core106 dimerization, 1536-well; inhibition, % at 5 µM; hit rate 0.33% among 300,000; AID 1899;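 active means inhibition above the mean of all tested compounds plus 3 SD, set per screening campaign, cut at about 45% in these data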
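test system = GST/Flag-tagged HCV core106 proteins | probe or stimulus = Eu donor and XL665 acceptor anti-tag antibodies | times = compound-protein-antibody incubation 4 h at 22.5 °C | signal = TR-FRET, excitation 340 nm, emission 617 and 671 nm | measure = percent inhibition of core106 dimerization signal | controls = wells lacking GST-core106 and wells with excess unlabelled core106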
JMJD2C inh = inhibitors of human GASC-1 (JMJD2C) demethylase | GST-JMJD2C(1-420) H3K9me3 demethylation, DELFIA europium | inhibition, % at 2.35 µM | hit rate 0.069% among 330,000 | AID 2099;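 active means more than half of a compound's replicate wells show inhibition beyond 50%, single wells judged on their own value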;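 further: signal counts dimethyl H3K9 product captured on neutravidin plate; 0% = median of DMSO wells and 100% = 0.3 times that DMSO median; strong numbers were not always called active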
Target sequence (Q9H3R0 1-420 limits assumed): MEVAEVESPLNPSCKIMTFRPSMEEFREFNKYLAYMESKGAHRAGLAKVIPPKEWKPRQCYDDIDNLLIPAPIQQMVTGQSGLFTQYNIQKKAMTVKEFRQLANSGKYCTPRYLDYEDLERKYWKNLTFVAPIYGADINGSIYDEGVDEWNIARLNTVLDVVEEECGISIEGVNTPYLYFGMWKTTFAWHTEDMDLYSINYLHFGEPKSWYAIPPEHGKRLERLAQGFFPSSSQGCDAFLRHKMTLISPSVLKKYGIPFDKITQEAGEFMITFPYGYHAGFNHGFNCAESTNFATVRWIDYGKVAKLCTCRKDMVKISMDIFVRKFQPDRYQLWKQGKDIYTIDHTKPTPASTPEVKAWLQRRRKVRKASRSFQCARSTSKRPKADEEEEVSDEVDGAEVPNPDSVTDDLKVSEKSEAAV
* hit, by the source's call; i = inactive; x = not tested or not shown; & = joins results of further samples.

SMILES | proCasp7 act | GRK2 aptamer HTS | PP1 counter | proCasp3 act | PP5 primary | Fh CTSL1 inh | VLA-4 inh | HCV core dimer | JMJD2C inh
COc1cc(SC)ccc1C(=O)NC(C)C | -6 | 3 | -2 | 8 | 2.3 | 2 | 22 | -1 | 6
CC1(C)CC(=O)C/C(=N\NC(=O)Cc2ccccc2)C1 | 4 | 3 | 0 | -5 | 0.7 | -3 | -4 | -7 | 6
Cc1ccc(-n2ncc3c(=O)[nH]cnc32)c(C)c1 | 0 | 0 | 1 | 5 | -0.4 | -1 | 7 | 1 | -4
Cc1cc(-c2nc(C)c(C(=O)NNS(=O)(=O)c3ccccc3)s2)no1 | -1 | 0 | -1 | -6 | 1.5 | 7 | -8 | -5 | 8
Cc1ccc(NC(=O)Cn2ccnc2)cc1C | 8 | 2 | -2 | 7 | -2.1 | 0 | 19 | 2 | -20
Cc1nn(Cc2ccccc2Cl)c(C)c1NC(=O)c1noc2c1CCCCC2 | 4 | 6 | 3 | 2 | 1.7 | -4 | 9 | 3 | 5
COC(=O)C1CCN(C(=O)c2ccc(Cl)c(S(=O)(=O)NCc3ccco3)c2)CC1 | 4 | 2 | x | -7 | x | x | -7 | x | -5
Cc1cc(C)cc(NC(=O)CSc2nc(N)c(NC(=O)c3ccc(Br)o3)c(=O)[nH]2)c1 | -3 | 5 | 2 | -3 | -0.7 | 1 | 9 | 0 | -9
COc1ccc(N(C)S(=O)(=O)c2ccc3c(c2)CC(C)N3C(=O)C2CC2)c(OC)c1 (stereo not given) | -12 | 4 | 1 | 6 | 1.1 | -3 | 9 | -1 | 2
O=[N+]([O-])c1ccc(OCCn2cncn2)cc1 | -8 | 0 | 0 | 2 | 0.5 | 4 | 6 | 0 | 5
Cc1ccnc2nc(C(=O)OCC(=O)NCc3cccc(Cl)c3)nn12 | 11 | 0 | -1 | 1 | -0.2 | x | 14 | x | 1
CCN(CC)CCN(C(=O)CCOc1ccccc1)c1nc2c(F)cc(F)cc2s1 | 0 | 0 | 1 | 1 | 1.6 | 2 | -4 | -3 | -3
CC(OC(=O)CCc1nc2ccccc2c(=O)[nH]1)C(=O)Nc1ccc2c(c1)OCO2 (stereo not given) | 0 | 0 | -4 | -6 | 1.1 | -1 | 2 | 3 | 5
CCCn1nnnc1NCc1ccc(C(C)C)cc1 | 10 | 0 | -1 | -5 | -0.3 | 5 | 4 | -7 | -3
O=C(CSc1cccc[n+]1[O-])Nc1ccc2c(c1)OCO2 | 2 | 0 | -2 | 3 | -3.6 | -3 | 1 | 1 | -2
CCN(CC)C(=O)c1cc(-c2ccccc2OC)on1 | -13 | 2 | -3 | -1 | 1.4 | 0 | 1 | -1 | -7
COc1ccc(C)cc1NC(=O)CSc1nnc2ccc(-c3cccnc3)nn12 | 1 | 0 | -2 | 10 | 0.8 | 8 | 12 | -4 | -3
OCCn1c(CSc2nc3ccccc3n2CCO)nc2ccccc21 | -7 | 1 | -4 | 0 | -2.6 | 2 | 9 | -7 | 3
O=S1(=O)CC(O)C(N(CCO)C(=S)Nc2ccccc2)C1 (stereo not given) | 3 | 0 | -3 | 0 | -1.7 | -3 | 0 | 1 | 2
CC(=NCc1ccco1)c1c(C)[nH]n(-c2nc3ccccc3s2)c1=O | 3 | 3 | 3 | 1 | 2.5 | 2 | 14 | 5 | 0
CCOc1cc(/C=C(\C#N)C(=O)Nc2cccc(C(=O)O)c2)ccc1OCc1ccc(Br)cc1 | 7 | 0 | -1 | 3 | 1.4 | 0 | 8 | -71 | 7
O=C(O)CC(C(=O)Nc1cccc(C(F)(F)F)c1)C1CCCO1 (stereo not given) | 7 | 0 | -3 | 4 | -1.1 | 1 | 5 | -4 | 3
COc1ccccc1NC(=O)Cn1cnc2c(oc3ccccc32)c1=O | 4 | 1 | -5 | 1 | -0.6 | 1 | 23 | -7 | -8
COc1cc(C(=O)N(Cc2cc3ccccc3[nH]c2=O)CC2CCCO2)cc(OC)c1OC (stereo not given) | 8 | 0 | -7 | 5 | 3.8 | 2 | 0 | -4 | 0
COc1ccc(N(CCCN2C(=O)c3cccc4cccc(c34)C2=O)C(=O)c2ccncc2)cc1 | -1 | 1 | 1 | -1 | 1.4 | 3 | -13 | 6 | -10
Cc1ccc(CSc2nc3c(c(=O)[nH]2)C(c2ccncc2)C2=C(CCCC2=O)N3)cc1 (stereo not given) | -4 | 1 | 13 | 2 | 1.7 | 3 | 4 | 4 | 1
CN1/C(=C\C(=O)C[n+]2cccc(C(N)=O)c2)C(C)(C)c2ccccc21 | 4 | 0 | 1 | 5 | -0.2 | 3 | -43 | 0 | 6
Cc1ccc(-c2nc(C#N)c(NCCN3CCCCC3)o2)cc1 | 2 | 23 | -3 | 1 | -0.8 | 1 | 12 | 7 | -6
Cc1ccc(CN(CC(=O)NCc2ccccn2)S(=O)(=O)c2ccccc2)cc1 | 0 | 0 | -6 | -8 | 3.8 | -5 | -2 | 2 | -5
CCSc1ccc(-c2ccco2)nn1 | -10 | 4 | 3 | -3 | 2.2 | -4 | 15 | 1 | 21
O=C(NC1CCCc2ccccc21)c1ccc(CNc2c(N3CCOCC3)c(=O)c2=O)cc1 (stereo not given) | 15 | 0 | -1 | 8 | -0.4 | -5 | -12 | -12 | 4&3
Cc1cc(N2CCCC2=O)ccc1S(=O)(=O)NC1CCCCC1 | 5 | 0 | -2 | 4 | 3.2 | 7 | 9 | 8 | -5
O=C(CCS(=O)(=O)c1ccccc1)Nc1nc2c(s1)COc1ccccc1-2 | 1 | 0 | 1 | -3 | 0.6 | -27 | 11 | 17 | -10
CC(C)(C)c1ccc(C(=O)NCC(=O)O)cc1 | 0 | 2 | -1 | 1 | 0.8 | 2 | -9 | -5 | 7
O=C(N[C@H]1C/C=C\C[C@H](CC(=O)N(CCO)Cc2ccccc2)C(=O)N[C@@H](c2ccccc2)COC1=O)OCC1c2ccccc2-c2ccccc21 | 8 | 4 | x | 10 | x | x | -10 | x | x
Cc1ccccc1CN1CCN(Cc2cc3ccccc3o2)CC1CCO (stereo not given) | -8 | 0 | -3 | -3 | 1.8 | 3 | 15 | 5 | 4
CC(C)Oc1ccc(C(=O)CCN2CCCCC2)cc1 | -6 | 0 | 0 | -8 | 1.8 | 5 | 26 | 0 | -13
Cc1ccc(C(CC(=O)O)NC(=O)c2ccc(S(=O)(=O)N3CC(C)OC(C)C3)cc2)cc1 (stereo not given) | -6 | 3 | 2 | 9 | 2.9 | x | 25 | x | 10
CCN(CC(=O)NC1CCS(=O)(=O)C1)c1ccc(S(=O)(=O)N(CC)CC)cc1[N+](=O)[O-] (stereo not given) | -5 | 0 | x | 0 | x | x | 7 | x | -2
S=c1[nH]nc(-c2ccccc2)n1/N=C/c1cccc(Cl)c1 | -22 | 0 | 0 | -13 | 4.4 | 2 | 4 | -2 | 6
Cc1occc1C(=O)NNC(=S)Nc1ccccc1C(F)(F)F | -6 | 0 | 6 | -15 | 0.3 | -3 | 18 | -5 | -5
Cc1cc2c(c(=O)n1CCN(C)C)C(c1ccc(Br)cc1)C(C#N)=C(N)O2 (stereo not given) | -1 | 4 | -1 | 4 | 2.2 | -2 | 6 | 6 | 2
COc1ccccc1NC(=S)N1CCN(Cc2ccccc2)CC1 | 0 | 0 | -1 | 4 | 0.7 | -5 | 19 | -1 | 3
CCC(C)N1C(=O)c2ccccc2C1C(=O)NC1CCCCCC1 (stereo not given) | -5 | 0 | -3 | 5 | 2.8 | 0 | 20 | -3 | -5
COc1cccc(C2C(C(=O)c3sc(C)nc3C)=C(O)C(=O)N2CCN2CCOCC2)c1OC (stereo not given) | -5 | 2 | 0 | -7 | -0.2 | 2 | 0 | -3 | 1&-11
CCOc1cc(/C=N/Nc2nnc(C)n2N)ccc1O | -15 | 0 | 4 | -14 | 2.4 | 4 | -9 | -23 | 14
CCn1c(C)nnc1SCC(=O)Nc1nccs1 | -5 | 1 | -5 | 5 | 1.1 | -2 | -10 | 7 | 2
O=C(c1ccccc1)C1CN(c2ccccc2)CC1c1ccc(Cl)cc1 (stereo not given) | 6 | 0 | 0 | 9 | -0.4 | 5 | 11 | 1 | 1
N=C1SCC(=O)N1c1ncc(Cc2ccc(F)cc2)s1 | 4 | 0 | 7 | -9 | 0.2 | 2 | 1 | -4 | 0
CCOC(=O)Cc1csc(NC(NC(=O)OCC)(C(F)(F)F)C(F)(F)F)n1 | 6 | 1 | -3 | -3 | -0.5 | 1 | -11 | -1 | 10

(list continues)
SMILES | proCasp7 act | GRK2 aptamer HTS | PP1 counter | proCasp3 act | PP5 primary | Fh CTSL1 inh | VLA-4 inh | HCV core dimer | JMJD2C inh
COc1ccc([N+](=O)[O-])cc1NC(=O)C(C)OC(=O)c1cccnc1Cl (stereo not given) | 4 | 3 | -5 | -2 | 4.7 | 5 | 12 | -1 | 4
COc1ccc(Cl)cc1NS(=O)(=O)c1cc(Br)cnc1N | 6 | 0 | -2 | -2 | 3.2 | 0 | 18 | -2 | i
O=C(O)CCn1cc(/C=C\C(=O)c2ccc(Cl)cc2)c(-c2cccc(Br)c2)n1 | -2 | 0 | 7 | -6 | 1.3 | 0 | 12 | 8 | -7
CCOC(=O)CC(NC(=O)CCc1c(C)nc2ncnn2c1C)c1ccc(C)cc1 (stereo not given) | -5 | 9 | -3 | 0 | -2.1 | 0 | 4 | 8 | -2
O=c1cc(CN2CCN(c3ccccc3F)CC2)c2cc3c(cc2o1)CCCC3 | 18 | 0 | 0 | 6 | -1.8 | 0 | -3 | 2 | -6
CCOC(=O)c1ccc(NC(=O)CSc2nnc(-c3ccncc3)n2C)cc1 | 9 | 2 | -3 | 6 | 1.4 | -3 | 0 | -5 | 3
CC(C)N(C(=O)CSc1nnc(Cc2csc(Nc3ccccc3)n2)o1)C(C)C | 4 | 1 | -1 | 5 | 4.1 | -2 | 0 | 2 | -1
O=C(CSc1nnc(-c2cccnc2)n1-c1ccccc1)N1CCN(c2ccc(F)cc2)CC1 | 3 | 0 | 2 | 2 | 0.5 | -4 | -11 | 1 | -6
O=C1CCc2ccccc2N1Cc1ccccc1 | 1 | 0 | -1 | -3 | 0.5 | -2 | 4 | -19 | -9
CCc1cc(=O)oc2c(C)c(OCC(=O)NCCCN3CCOCC3)ccc12 | 12 | 1 | -2 | -1 | -1.2 | 1 | -6 | -4 | x

Looked up one by one from the entries so far (three):
SMILES | proCasp7 act | GRK2 aptamer HTS | PP1 counter | proCasp3 act | PP5 primary | Fh CTSL1 inh | VLA-4 inh | HCV core dimer | JMJD2C inh
S=c1[nH]nc(-c2ccccc2)n1/N=C/c1cccc(Cl)c1 | -22 | 0 | 0 | -13 | 4.4 | 2 | 4 | -2 | 6
O=C(CSc1cccc[n+]1[O-])Nc1ccc2c(c1)OCO2 | 2 | 0 | -2 | 3 | -3.6 | -3 | 1 | 1 | -2
COc1ccccc1NC(=S)N1CCN(Cc2ccccc2)CC1 | 0 | 0 | -1 | 4 | 0.7 | -5 | 19 | -1 | 3
